Source: PubChem BioAssay (Sanford-Burnham Center for Chemical Genomics)
NLRP3 yeast inh – NALP3 inflammasome inhibitors in reconstituted yeast, primary screen, luminescence, uHTS. hit rate 0.39% among 330,000. inhibition, % at 10 µM. Yeast reconstituted NLRP3/ASC/caspase-1, beta-gal luminescence, 24 h. AID 2825, 2010;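 active means inhibition of 50% or more; inactive means inhibition below 50%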;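 further: plate controls were induced DMSO wells for no effect and uninduced yeast grown without galactose for full effect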
SENP1 FRET inh – human SENP1 catalytic domain inhibitors, primary screen, biochemical, FRET, uHTS; hit rate 0.21% among 360,000; AID 624204, 2012; Sentrin-specific protease 1 (Homo sapiens), Q9P0U3; recombinant SENP1 catalytic domain, CyPet-SUMO1-YPet FRET cleavage; inhibition, % at 10 µM;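 active means inhibition at least 30% at 10 µM, raw YFP signal under a set limit, fluorescence ratio 0.5 to 1.5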;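 further: 0% = enzyme with DMSO and 100% = no enzyme wells; some results filed as inactive read as strong as hits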
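Test system: recombinant human SENP1 catalytic domain, His6-tagged / Medium: pH 8 Tris buffer with EDTA, NaCl, BME, BSA, NP40, catalase / Also added: SUMO1 FRET substrate flanked by Cypet and Ypet, 25 nM / Times: 50 min reaction at room temperature / Signal: FRET, CFP and YFP emission / Control set: no-enzyme low control and enzyme-plus-DMSO high control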
SENP7 inh – SENP7 protease inhibitors, primary screen, biochemical, luminescence, uHTS. hit rate 1.5% among 330,000. Sentrin-specific protease 7 (Homo sapiens), Q9BQF6. recombinant SENP7, Z-RLRGG-aminoluciferin luminescence, 40 min. inhibition, % at 5 µM;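 active means inhibition above about 50% at the single test dose, limit read from the data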;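 further: plate controls were DMSO with enzyme for no effect and no enzyme buffer wells for full effect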
SENP8 block-1 – SENP8 protease inhibitors, primary screen, biochemical, luminescence. Sentrin-specific protease 8 (Homo sapiens), Q96LD8. purified SENP8, Z-RLRGG-aminoluciferin cleavage. inhibition, % at 10 µM. hit rate 1.2% among 330,000. AID 2540, 2010; in the data active means inhibition above about 50%
SENP8 block-2 – human SENP8 protease inhibitors, primary screen, biochemical, fluorescence, Nedd8 protein substrate, uHTS. hit rate 0.64% among 360,000. recombinant SENP8. inhibition, % at 20 µM. AID 602440, 2012; in the data active means inhibition mostly above about 40%, no sharp cut-off; inactive means mostly below about 27%
Apaf1 inhib – inhibitors of human Apaf-1 apoptosome, primary screen, biochemical, DEVD-Rh110 fluorescence, uHTS | Apoptotic protease-activating factor 1 (Homo sapiens), O14727 | reconstituted apoptosome caspase-3 activity | inhibition, % at 20 µM | hit rate 0.71% among 330,000; active means inhibition of at least 40% at 20 µM;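 further: plate controls were DMSO wells for no effect and DEVD-CHO caspase inhibitor wells for full effect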
Target sequence (O14727 whole entry, looked up): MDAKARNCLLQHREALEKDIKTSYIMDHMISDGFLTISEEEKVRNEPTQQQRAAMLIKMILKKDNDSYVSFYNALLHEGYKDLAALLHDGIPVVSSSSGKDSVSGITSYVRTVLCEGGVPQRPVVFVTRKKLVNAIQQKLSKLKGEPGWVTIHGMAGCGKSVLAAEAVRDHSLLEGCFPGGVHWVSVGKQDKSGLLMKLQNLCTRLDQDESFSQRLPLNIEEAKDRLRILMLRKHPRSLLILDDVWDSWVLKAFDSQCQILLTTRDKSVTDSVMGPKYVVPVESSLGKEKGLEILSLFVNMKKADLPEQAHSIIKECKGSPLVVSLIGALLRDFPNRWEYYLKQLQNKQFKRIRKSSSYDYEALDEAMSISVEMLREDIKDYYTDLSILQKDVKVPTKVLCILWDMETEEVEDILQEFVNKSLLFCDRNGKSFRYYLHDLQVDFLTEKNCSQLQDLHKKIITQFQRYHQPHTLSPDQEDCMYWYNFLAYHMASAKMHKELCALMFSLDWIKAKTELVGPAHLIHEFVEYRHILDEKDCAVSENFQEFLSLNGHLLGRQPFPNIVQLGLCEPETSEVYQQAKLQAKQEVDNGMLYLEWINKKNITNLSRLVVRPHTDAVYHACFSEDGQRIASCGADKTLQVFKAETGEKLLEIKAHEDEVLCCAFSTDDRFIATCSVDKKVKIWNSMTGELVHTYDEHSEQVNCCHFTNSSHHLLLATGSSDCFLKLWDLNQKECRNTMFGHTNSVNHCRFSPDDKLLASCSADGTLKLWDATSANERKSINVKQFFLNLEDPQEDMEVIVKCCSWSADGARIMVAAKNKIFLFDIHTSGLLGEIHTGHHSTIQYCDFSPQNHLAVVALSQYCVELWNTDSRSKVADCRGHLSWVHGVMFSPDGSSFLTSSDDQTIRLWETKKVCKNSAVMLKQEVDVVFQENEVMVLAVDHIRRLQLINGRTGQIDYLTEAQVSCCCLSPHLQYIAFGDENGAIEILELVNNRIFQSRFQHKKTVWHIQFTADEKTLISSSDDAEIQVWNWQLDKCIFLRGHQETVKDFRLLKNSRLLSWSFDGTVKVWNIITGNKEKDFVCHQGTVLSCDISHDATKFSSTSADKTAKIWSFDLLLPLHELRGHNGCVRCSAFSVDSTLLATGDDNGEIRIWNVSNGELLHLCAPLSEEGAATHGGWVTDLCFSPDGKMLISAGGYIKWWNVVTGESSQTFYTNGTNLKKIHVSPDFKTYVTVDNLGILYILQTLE
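System: reconstituted apoptosome with Apaf-1, cytochrome c, caspase-9, procaspase-3, dATP; Signal: Rh110 fluorescence intensity; Schedule: 30 min compound preincubation, 50 min activation, room temperature; Reagent: cytochrome c trigger plus (Z-DEVD)2-Rh110 caspase-3 substrate.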
HKDC1 inh – HKDC1 hexokinase inhibitors, primary screen, biochemical, fluorescence, uHTS; Q2TB90; recombinant HKDC1, G6PDH/diaphorase resazurin coupled fluorescence; inhibition, % at 20 µM; hit rate 0.16% among 340,000; AID 493160, 2011;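 active means inhibition above about 35% when tested at 20 µM, limit read from the data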;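 further: plate controls were DMSO wells with enzyme for no effect and DMSO wells lacking enzyme for full effect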
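Assay system – recombinant HKDC1 (HK5) hexokinase enzyme, produced in-house · Input – HKDC1 at 5 µg/mL · Reagent – glucose plus 1 mM ATP as hexokinase substrates · Timing – 90 min reaction incubation at room temperature, dark · Measured by – G6PDH/diaphorase-coupled fluorescence, 1 mM NADP, 100 µM resazurin, 525/613 nm · Benchmarks – DMSO-enzyme wells negative, buffer-substituted wells positive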
SENP6 inh – SENP6 protease inhibitors, primary screen, biochemical, luminescence, uHTS; Recombinant SENP6 catalytic domain, aminoluciferin luminescence; hit rate 1.8% among 330,000; Sentrin-specific protease 6 (Homo sapiens), Q9GZR1; AID 2599, 2010; inhibition, % at 10 µM;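 active means inhibition above about 50% at the single tested dose, limit read from the data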;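 further: plate controls were DMSO wells with enzyme for no effect and DMSO wells lacking enzyme for full effect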
PfG6PD inh – PfG6PD enzyme inhibitors, primary screen, biochemical, fluorescence intensity, uHTS; PfGluPho enzyme, NADPH resazurin-diaphorase fluorescence; inhibition, % at 20 µM; hit rate 0.78% among 350,000;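 active means inhibition reaching at least a set limit at 20 µM in the primary screen, cut at about 59% in these data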;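 further: 0% = DMSO wells with substrate and 100% = DMSO wells lacking glucose-6-phosphate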
Active calls of the source: *; i = inactive; . = no result given.

SMILES	NLRP3 yeast inh	SENP1 FRET inh	SENP7 inh	SENP8 block-1	SENP8 block-2	Apaf1 inhib	HKDC1 inh	SENP6 inh	PfG6PD inh
CC(C)(C)c1ccc2c(c1)C(=O)c1ccccc1C2=O	3	3	96*	66*	19	17	-3	96*	14
CCC(CC)c1nnc(NC(=O)c2cccc(S(=O)(=O)N3CCc4ccccc43)c2)s1	7	-2	-1	7	-10	5	0	1	-2
CSC1=NCCN1C(=O)c1ccc(S(=O)(=O)N2CCCC2)cc1	9	3	4	4	13	-7	-1	5	-10
Cc1cc(OCc2cc(C(=O)N3CCC(Oc4cccnc4)CC3)no2)cc(C)c1Cl	7	1	3	2	12	28	-3	-4	5
O=S1(=O)CCOCCN1Cc1ccc(Cl)cc1Cl	21	.	3	2	.	1	.	-1	.
O=C(CSc1nnnn1-c1ccc2c(c1)OCCO2)Nc1nc2c(s1)CCCC2	15	0	15	-8	3	6	0	-8	-8
COc1ccc(-c2nc(CN3CCC(C(=O)NC4CC4)CC3)c(C)o2)cc1OC	3	2	-1	9	15	-8	-2	9	-5
O=C(Cn1ncc2c([nH]c3ccccc32)c1=O)NCCCN1CCN(c2ccccc2)CC1	13	1	0	1	-8	11	-2	-9	10
COc1ccccc1N1CCN(C(=O)CCCn2c(=O)[nH]c3ccsc3c2=O)CC1	10	1	7	2	5	1	-6	4	0
Cc1ccc(-c2c(C)sc3nc(CN4CCN(CC(=O)NC5CC5)CC4)[nH]c(=O)c23)cc1	22	-1	-2	-2	-104	2	0	-2	0
O=c1cc(NCc2ccco2)[nH]c(=O)n1-c1ccc(Br)cc1	13	-29	3	7	-5	-19	-4	-10	-7
Cc1nc2ccccc2nc1N1CCCC1	-7	0	12	9	-83	-5	-4	26	-6

Four entries from above, with values under each structure.
Each structure is followed by: NLRP3 yeast inh, SENP1 FRET inh, SENP7 inh, SENP8 block-1, SENP8 block-2, Apaf1 inhib, HKDC1 inh, SENP6 inh, PfG6PD inh
O=C(Cn1ncc2c([nH]c3ccccc32)c1=O)NCCCN1CCN(c2ccccc2)CC1
 : 13, 1, 0, 1, -8, 11, -2, -9, 10
COc1ccccc1N1CCN(C(=O)CCCn2c(=O)[nH]c3ccsc3c2=O)CC1
 : 10, 1, 7, 2, 5, 1, -6, 4, 0
Cc1ccc(-c2c(C)sc3nc(CN4CCN(CC(=O)NC5CC5)CC4)[nH]c(=O)c23)cc1
 : 22, -1, -2, -2, -104, 2, 0, -2, 0
O=c1cc(NCc2ccco2)[nH]c(=O)n1-c1ccc(Br)cc1
 : 13, -29, 3, 7, -5, -19, -4, -10, -7

(next part)
SMILES	NLRP3 yeast inh	SENP1 FRET inh	SENP7 inh	SENP8 block-1	SENP8 block-2	Apaf1 inhib	HKDC1 inh	SENP6 inh	PfG6PD inh
CCc1ccc(NS(=O)(=O)c2ccc3oc(=O)ccc3c2)cc1	26	0	10	2	9	15	8	18	-24
COc1ccc(NC(=O)c2cn(C)c(=O)c3cc(OC)c(OC)cc23)c(OC)c1	6	0	10	5	4	9	4	27	14
Fc1ccc(/C=N/Nc2nc3ccccc3[nH]2)cc1F	30	-1	-1	-19	-57	-64	-5	-5	9
O=C1C2C3C=CC(C3)C2C(=O)N1CNc1ccccn1 (stereo not given)	10	0	6	1	37	-3	3	-1	-10
COC(=O)c1cnc(NNC(=O)c2ccc([N+](=O)[O-])cc2)nc1C(F)(F)F	23	1	9	-9	26	9	0	-17	5
COc1ccccc1N1CCN(CCCNC(=O)C2CCCN(c3ncnc4c3nc3n4CCCCC3)C2)CC1 (stereo not given)	-2	2	-6	4	23	12	-8	-4	3
COc1cccc(C(=O)Nc2cc(C)ccc2NC(=O)COc2ccccc2)c1	8	0	-3	1	10	14	-4	-14	7
Cc1c(CCOC(=O)C23CC4(C)CC(C)(CC(C)(C4)C2)C3)sc[n+]1CC(=O)c1ccccc1	7	0	0	-6	20	33	-3	2	13
Cc1ccc(CNC(=O)[C@@H](NC(=O)C2CCN(C(=O)[C@@H]3CCCN3)CC2)C(C)C)cc1	-3	2	-1	-5	31	-10	-2	-5	-7
COc1ccc(N2CCN(C(=O)COC(=O)c3cc(S(=O)(=O)N(C)C)ccc3N3CCCC3)CC2)cc1	7	3	2	-7	4	21	3	-6	15
O=C(NCCCc1ccccc1)C1CCN(S(=O)(=O)c2ccc(F)cc2)CC1	6	-2	7	0	-4	6	6	9	0
Cc1ccc(C(=O)N/C(=C\c2cn(C)c3ccccc23)C(=O)NCCN2CCOCC2)cc1	-4	-42	7	-9	-2	0	4	7	0
CCC[C@@H](CN1CCC[C@H]1CN1C(N)=NC[C@@H]1Cc1ccccc1)N1C[C@@H](Cc2ccccc2)N(CCCC2CCCC2)C1=N	27	-4	2	4	15	70*	-4	-11	11
CS(=O)(=O)NCCOc1ccc(S(=O)(=O)NCCOc2ccccc2)cc1	1	1	5	7	9	-5	-3	3	-4
CC(=O)Nc1ccc(S(=O)(=O)NCc2ccccn2)cc1	1	3	-7	-9	8	-7	-9	-7	12
Cc1ccccc1C(=O)NC1CCN(C(=O)Nc2ccc(F)cc2)CC1	16	1	-3	0	2	1	-3	-22	15
Nc1cc(=O)[nH]c(SCC(=O)Nc2ccc(Cl)c(Cl)c2)n1	4	-1	4	1	10	-4	-4	-7	-11
CCn1c(=O)n(CC)c2cc(S(N)(=O)=O)ccc21	0	-1	0	10	14	-2	-6	-5	18
COc1cc(OC)c(NC(=O)c2ccc3c(SCC(=O)O)c4c(nc3c2)CCCC4)cc1Cl	13	2	0	-2	8	17	-3	-4	-1
COc1ccc(-c2nnc(SCc3cccc(C)c3)n2N)cc1	8	1	-1	-1	17	-3	-1	2	-6
COc1ccc(C2Nc3ccccc3C(=O)N2Cc2ccco2)cc1COc1ccccc1F (stereo not given)	-5	-13	0	6	i	16	2	2	20
CCOC(=O)C1CCN(C(=O)CN2C(=O)NC3(CCCCC3)C2=O)CC1	12	0	2	-1	8	8	-7	2	-7
Cc1ccc(C(=O)N(CCC2=CCCCC2)c2c(N)n(Cc3ccccc3)c(=O)[nH]c2=O)o1	8	-4	2	-1	-21	3	4	-8	14
CC1=C[C@H]2OC(=O)[C@@H](C)[C@H]2C[C@@H]2[C@H]1C[C@@H](O)[C@@]2(C)O	-6	-2	-8	4	7	-5	-5	-8	5
Cc1ccc(COc2coc(CO)cc2=O)cc1	-1	1	-8	-13	14	-13	-8	-22	-5
CC/C(CC(C)(C)c1ccccc1)=N\O	15	-1	3	-2	5	21	2	-7	8
CC1CCN(C(=O)c2[nH]cnc2C(=O)NCc2ccc(CNC(=O)OC(C)(C)C)cc2)CC1	6	-2	-2	4	9	1	1	-20	7
Cc1ccc(CN2CCNC(=O)C2CC(=O)NC2CCCCCC2)cc1 (stereo not given)	19	-14	6	-7	-33	26	-1	10	-17
COc1ccc(OC)c(NS(=O)(=O)c2c(C(=O)N3CCCCCC3)c(C)n(C)c2C)c1	2	1	0	2	7	11	1	11	8
C/C(=N\NC(=S)NC1CCCCC1)c1ccc(OC(F)F)cc1OC(F)F	31	1	7	5	20	13	-3	24	22
N#Cc1cn(-c2ccccc2)nc1C(=O)c1ccccc1	-7	0	-17	-10	11	11	-2	-10	-11
N#CCSc1nc(Nc2ccc3c(c2)OCO3)c2ccccc2n1	-8	2	6	-3	-20	-6	-8	-4	26
Cc1cc(Cl)c(OCCOCCN2CCNCC2)c(Cl)c1	8	0	4	-4	0	-13	-7	-13	7
O=[N+]([O-])c1cc(Cl)ccc1N1CCCCC1	15	4	4	-3	25	-4	-8	-9	-9
CCOC(=O)c1ccc2[nH]c3ccccc3c2c1	5	-2	10	-19	-49	-3	3	-27	24
COc1cc(NC(=O)c2ccc3nsnc3c2)cc(OC)c1OC	16	1	-2	-3	18	0	-1	-9	12
Cc1ccc(N(CC(=O)NC(C)C)C(=O)CCC(=O)Nc2nccs2)cc1C	19	1	0	-8	12	4	-2	-10	5
O=C(NCc1ccccn1)c1cccc(S(=O)(=O)NCc2ccccc2)c1	6	-1	4	-2	22	23	-3	0	-8
CCC(=O)Nc1c(-c2ccccc2Cl)c(=O)c2ccccc2n1C	-7	0	-8	-9	0	8	-6	-34	-9
COc1ccc(Br)cc1C(=O)O	11	0	3	2	37	2	-2	-3	15
CCOc1cc(/C=C/c2ccc3cccc([N+](=O)[O-])c3n2)ccc1O	16	13	-1	-8	33	15	-8	-20	21
CC(Sc1cnccn1)C(=O)O (stereo not given)	0	0	4	-3	0	-4	12	8	-23
COc1ccc(NC(=O)CCNS(=O)(=O)c2cc(Br)cnc2N)cc1OC	5	1	-1	-9	-2	-3	4	2	0
CC(Sc1nnc(CNC(=O)c2ccco2)n1C)C(=O)Nc1nccs1 (stereo not given)	13	1	-7	-11	16	5	-5	-32	-2
CC1CCC2(CC1)Nc1ccccc1C(=O)N2c1ccccc1 (stereo not given)	-14	1	-13	-13	i	11	-4	-16	10
O=C(Nc1ccc(C(=O)N2CCOCC2)cc1)c1cccc([N+](=O)[O-])c1	3	-1	-3	6	13	-16	-3	-11	-17
Cc1cccc(C(=O)c2cnc3ccccc3c2-c2ccccc2)c1	4	0	3	3	19	19	6	-8	-3
CCN(CC)S(=O)(=O)c1ccc(C(=O)/C=C/c2ccc(-c3ccc([N+](=O)[O-])cc3)o2)cc1	10	-35	2	2	-69	-1	7	10	35
CSc1nc2sc3c(c2c(=O)n1C)CCCC3	17	0	12	9	9	-12	-8	17	-15
Nc1c(C(=O)Nc2cccc(F)c2)nnn1-c1cccc(C(F)(F)F)c1	3	-1	3	4	15	-24	0	-6	0
CC1N(C)c2cc(NC(=O)c3ccco3)ccc2C1(C)C (stereo not given)	42	-16	7	-8	8	-4	23	-27	27
CCS(=O)(=O)NCC(c1ccco1)N1CCN(c2ccccc2F)CC1 (stereo not given)	13	2	8	6	12	-8	-3	10	-7
CC1CCN(C(=O)CSc2nnc(CNC(=O)c3c(F)cccc3F)o2)CC1	4	-3	1	-1	1	0	-1	5	-2
O=C(C1=C[C@H](c2ccc(Br)cc2)C[C@H](OCCCCO)O1)N1CCN(Cc2ccc3c(c2)OCO3)CC1	11	1	2	-4	20	11	-2	5	-10
Cc1ccc(N2CC(C(=O)Nc3ccccn3)CC2=O)cc1 (stereo not given)	19	3	-2	-5	5	6	3	0	-10
CN(Cc1cccc(Cl)c1)C(=O)C1CSC2(C)CCC(=O)N12 (stereo not given)	-1	1	6	11	-4	29	-3	-4	1
Nc1ncnc2c1ncn2[C@@H]1O[C@H](CNCc2ccc(OCC(=O)Nc3nccs3)cc2)[C@@H](O)[C@H]1O	5	-1	1	4	-5	-4	-6	15	3
